ALDH1A1 inh – inhibitors of human aldehyde dehydrogenase 1A1. Purified ALDH1A1, NADH fluorescence, propionaldehyde substrate. Potency, µM (highest dose often 75.3 µM), for the others: at the highest dose activity, negative = inhibition, actives largely listed as inhibitors. 220,000 tested, 7.3% active; active means well fitted inhibition curve with a large enough effect, not every such curve was filed as active; inconclusive means small, poorly fitted or top-dose-only effect, or another doubt; inactive means no such curve, though single readings can be large or run the other way;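 further: plate controls were no enzyme wells and a reference inhibitor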
Target sequence (P00352 whole entry, looked up): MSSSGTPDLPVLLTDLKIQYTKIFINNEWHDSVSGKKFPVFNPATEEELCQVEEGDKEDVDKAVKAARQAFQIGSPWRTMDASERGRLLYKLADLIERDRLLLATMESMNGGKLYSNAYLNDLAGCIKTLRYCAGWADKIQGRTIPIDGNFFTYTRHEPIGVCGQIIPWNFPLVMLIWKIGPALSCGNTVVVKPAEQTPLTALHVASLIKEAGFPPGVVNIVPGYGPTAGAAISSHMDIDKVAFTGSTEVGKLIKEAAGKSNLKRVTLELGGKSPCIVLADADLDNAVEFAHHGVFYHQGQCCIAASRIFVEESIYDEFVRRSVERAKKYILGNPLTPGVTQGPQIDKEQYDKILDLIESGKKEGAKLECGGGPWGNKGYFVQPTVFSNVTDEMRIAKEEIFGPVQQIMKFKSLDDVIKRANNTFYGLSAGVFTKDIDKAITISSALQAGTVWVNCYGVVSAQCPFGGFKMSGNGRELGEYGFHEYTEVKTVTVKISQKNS
RECQ1 inh – RECQ1 (human) helicase inhibition; 240,000 tested, 0.54% active; Potency, µM (series often up to 57.3 µM), without a hit: top-dose activity, negative = inhibition, hits mostly inhibitors; RECQ1 DNA unwinding, red fluorescence kinetic read;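 further: plate controls were vehicle for no effect and no enzyme for full effect; nearly all actives have a fitted effect of over 30% in size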
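RECQ1T1 50 nM; forked duplex (20 bp + 30-nt ss tails) 200 nM, ATP 2 mM final; pH 8.0, 2 mM MgCl2, 2.5 ug/ml poly(dI-dC); 15 min compound preincubation; discontinuous kinetic read over 2 h at RT.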
RGS12 GoLoco inh – blocks human Gai1 binding to RGS12 GoLoco peptide, red readout. Gai1:RGS12 GoLoco peptide FP, rhodamine, 10 min. Potency, µM (highest dose often 61.6 µM), inactives show at the top dose activity, negative = inhibition, usual class: inhibitors. 230,000 tested, 0.44% active. AID 880; active means well fitted inhibition curve with a large enough effect, not every such curve was filed as active; inactive means no such curve, though single readings can be large or run the other way; further: on the % scale 0 is the no-effect control and ±100 the full control effect; nearly all actives have a fitted effect of over 30% in size; many of its hits are not listed in these tables
LMNA splice mod – LMNA splicing modulation | HeLa LMNA splicing GFP/RFP minigene ratio, 48 h | 200,000 tested, 0.01% active | Potency, µM (top dose mostly 46.1 µM), for the others: at the highest dose ratio change, negative = inhibition, usual class: inhibitors | AID 1487; active means well fitted inhibition curve with a large enough effect in the signal ratio, with a control signal flat, not every such curve was filed as active; inconclusive means small, poorly fitted or top-dose-only effect, or effect the other way, or a change in a side signal; the % refers to the signal ratio; further: on the % scale 0 is the no-effect control and ±100 the full control effect
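S3 HeLa stable clones carrying a lamin A-EGFP splicing minigene plus DsRed2 were seeded at 600 cells/well in Opti-MEM with 2% FBS, pin-dosed and incubated 48 h at 37°C. Acumen cytometry (488 nm) gave the GFP/RFP total-intensity ratio.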
TRb-SRC2 inh – disrupts binding of human TR beta to SRC2 | Potency, µM (top dose mostly 106 µM), for the others: at the highest dose activity change, negative = inhibition, actives largely listed as inhibitors | P10828 | TRbeta-SRC2 peptide binding, fluorescence polarization; receptor liganded with 1 µM T3 | 280,000 tested, 0.065% active;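 further: plate controls were bound peptide for no effect and peptide without receptor for full effect; nearly all actives have a fitted effect of over 50% in size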
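Binding of a 20-amino-acid Texas Red SRC2 peptide (20 nM) to TRb ligand-binding domain (0.6 uM) with agonist T3 at 1 uM was followed by fluorescence polarization after a 5 hr room-temperature incubation.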
KDM4E inh – JMJD2E (human) inhibition; B2RXH2; JMJD2E catalytic domain, FDH-coupled NADH fluorescence (FDH is formaldehyde dehydrogenase); Potency, µM (highest dose often 57.1 µM), without a hit: at the highest dose activity change, negative = inhibition, most hits filed as inhibitors; 230,000 tested, 1.6% active; active means well fitted inhibition curve with a large enough effect, not every such curve was filed as active; inconclusive means small, poorly fitted or top-dose-only effect, or another doubt; inactive means no such curve, though single readings can be large or run the other way;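 further: 0% = wells with enzyme and -100% = buffer wells without enzyme; nearly all actives have a fitted effect of over 50% in size; many of its hits are not listed in these tables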
Target sequence (B2RXH2 1-337 limits assumed): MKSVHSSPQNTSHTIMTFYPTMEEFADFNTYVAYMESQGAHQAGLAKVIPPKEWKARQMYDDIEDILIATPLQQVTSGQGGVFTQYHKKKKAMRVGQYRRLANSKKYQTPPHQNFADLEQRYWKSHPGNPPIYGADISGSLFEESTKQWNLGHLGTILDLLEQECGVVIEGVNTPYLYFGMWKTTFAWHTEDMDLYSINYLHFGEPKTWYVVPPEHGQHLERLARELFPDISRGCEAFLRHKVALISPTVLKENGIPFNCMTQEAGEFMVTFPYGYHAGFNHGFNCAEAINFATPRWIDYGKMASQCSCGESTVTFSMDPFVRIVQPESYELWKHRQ
SMN2 splice up – increases expression of the SMN2 splice variant. 210,000 tested, 2.8% active. AID 1458. Potency, µM (top dose mostly 46.1 µM), inactives show at the highest dose activity change, positive = activation, usual class: activators. HEK293 SMN2-luciferase splicing reporter, luminescence, 30-36 h; further: % of control where 0% means no effect; nearly all actives have a fitted effect of over 55% in size
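qHTS luciferase splicing reporter: luminescence rises when SMN2 exon 7 is included in transfected HEK293 cells. Compound exposure lasted 30-36 h at 37C, with 4.5 mM final sodium butyrate as control, followed by a ONE-Glo read.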
TexasRed fluor – alters Texas Red total fluorescence, flagging assay interference. TRb/SRC2 Texas Red total fluorescence interference. Potency, µM (highest dose often 106 µM), inactives show top-dose fluorescence change, negative = quenching. 280,000 tested, 0.29% active. AID 1479; active means well fitted curve in either direction with a large enough effect; inconclusive means small, poorly fitted or top-dose-only effect; further: on the % scale 0 is the no-effect control and ±100 the full control effect
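Flags fluorescent or light-absorbing compounds by total fluorescence, S + 2P, at 555 nm excitation and 632 nm emission. Mixture: 20 nM Texas Red SRC2 peptide, 0.6 uM human TRb LBD, 1 uM T3, 5% DMSO; compound exposure 5 h at ambient temperature.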
Numbers without * were called inactive; [ ] = remark or other dose. Unless noted, the call rests on the fitted dose curve; in most records, active means well fitted curve in the direction sought with a large enough effect; inconclusive means small, poorly fitted or top-dose-only effect, or another doubt; inactive means no such curve, though single readings can be large; an effect the other way counts as inactive or inconclusive. Potency means the concentration at half of the fitted maximal effect. Only part of the results is shown; the hit share may differ from the screen's.

COc1ccc(C2C(C(=O)NCCN3CCOCC3)c3ccccc3C(=O)N2C)cc1OC (configuration not stated) was read as ALDH1A1 inh inconclusive, RECQ1 inh inactive, LMNA splice mod inconclusive, TRb-SRC2 inh 8%, KDM4E inh inconclusive and TexasRed fluor -1%.
Cc1nc(-c2cccc(N)c2)cs1 was read as ALDH1A1 inh 12%, RECQ1 inh inconclusive, RGS12 GoLoco inh 6%, LMNA splice mod 3%, TRb-SRC2 inh -7%, KDM4E inh -4%, SMN2 splice up 7% and TexasRed fluor 1%.
`COc1ccc(CCNC(=O)CN2CCC(C)CC2)cc1OC` gave ALDH1A1 inh 11µM*, RECQ1 inh 7%, RGS12 GoLoco inh -21%, LMNA splice mod 10%, TRb-SRC2 inh 2%, KDM4E inh 2%, SMN2 splice up -32% and TexasRed fluor -6%.
CC(Sc1ccccn1)C(=O)Nc1ccccc1 (configuration not stated) was read as ALDH1A1 inh -2%, RECQ1 inh -1%, RGS12 GoLoco inh 9%, LMNA splice mod -13%, TRb-SRC2 inh 1%, KDM4E inh 9%, SMN2 splice up inconclusive and TexasRed fluor 0%.
CCC1=NN(S(=O)(=O)c2ccc(C)cc2)C(O)(C(F)(F)F)C1 (configuration not stated) was read as ALDH1A1 inh -15%, RECQ1 inh inactive, RGS12 GoLoco inh -10%, LMNA splice mod inconclusive, TRb-SRC2 inh 4%, KDM4E inh 9%, SMN2 splice up -1% and TexasRed fluor 1%.
O=C(/C=C/c1ccccc1Cl)NCCc1ccc(F)cc1 was read as ALDH1A1 inh 5%, RECQ1 inh -2%, RGS12 GoLoco inh 1%, LMNA splice mod inconclusive, TRb-SRC2 inh -8%, KDM4E inh -1%, SMN2 splice up -5% and TexasRed fluor -1%.
Screening O=C(COC(=O)/C=C/c1ccc2c(c1)OCO2)NC1CC1 returned ALDH1A1 inh inconclusive, RECQ1 inh 0%, RGS12 GoLoco inh 1%, LMNA splice mod 16%, TRb-SRC2 inh -6%[53 µM], KDM4E inh inconclusive, SMN2 splice up -8% and TexasRed fluor -2%[53 µM].
Screening COc1ccc(N(CC(=O)Nc2ccccc2C(=O)O)S(=O)(=O)c2ccc(C)c([N+](=O)[O-])c2)cc1 returned ALDH1A1 inh inconclusive, RECQ1 inh -18%, RGS12 GoLoco inh 6%, LMNA splice mod -11%[46 µM], TRb-SRC2 inh 3%, KDM4E inh -3%, SMN2 splice up -5% and TexasRed fluor -1%.
For COc1ccc(N2Cc3ccccc3C2=NC(=O)c2cccc([N+](=O)[O-])c2)cc1 the results were ALDH1A1 inh -2%, RECQ1 inh -1%, RGS12 GoLoco inh 4%, LMNA splice mod -6%, TRb-SRC2 inh 1%, KDM4E inh -1%, SMN2 splice up inconclusive and TexasRed fluor 0%.
`C=CCNc1sc(C(=O)c2ccc(Br)s2)c(N)c1C#N` gave ALDH1A1 inh 3%, RECQ1 inh inactive, RGS12 GoLoco inh -1%, LMNA splice mod 6%, TRb-SRC2 inh -19%, KDM4E inh -25%, SMN2 splice up 0% and TexasRed fluor 3%.
Cc1ccc(C2NC(c3ccc(C)cc3)C(C)C(=NO)C2C)cc1 (configuration not stated) was read as ALDH1A1 inh 8%, RECQ1 inh 5%, RGS12 GoLoco inh 2%, LMNA splice mod 6%, TRb-SRC2 inh 3%, KDM4E inh -10%, SMN2 splice up -27% and TexasRed fluor -3%.
`COc1ccc(NC(=O)C(=O)NCc2ccncc2)c(OC)c1` gave ALDH1A1 inh 11%, RECQ1 inh -16%, RGS12 GoLoco inh -4%, LMNA splice mod -4%, TRb-SRC2 inh -12%, KDM4E inh 3%, SMN2 splice up -10% and TexasRed fluor 1%.
COc1ccc(-c2[nH]ncc2CN2CCCCCCC2)c(OC)c1 was read as ALDH1A1 inh 3%, RECQ1 inh -18%, RGS12 GoLoco inh 12%, TRb-SRC2 inh 0%, KDM4E inh -6% and TexasRed fluor -4%.
For CCCc1cc(C(=O)Nc2sc3c(c2C#N)CCC3)no1 the results were ALDH1A1 inh 11µM*, RECQ1 inh -4%, RGS12 GoLoco inh 3%, LMNA splice mod inconclusive, TRb-SRC2 inh 1%, KDM4E inh inconclusive, SMN2 splice up 20% and TexasRed fluor -1%.
Cn1c(SCCOc2ccc(Cl)cc2)nnc1-c1ccncc1 was read as ALDH1A1 inh -7%, RECQ1 inh 12%, RGS12 GoLoco inh 0%, LMNA splice mod inconclusive, TRb-SRC2 inh -21%, KDM4E inh -2%, SMN2 splice up -28% and TexasRed fluor -2%.
CC(=O)C1=C(O)CC(C)(C)CC1=NCc1nc2ccccc2[nH]1 was read as ALDH1A1 inh 3%, RECQ1 inh -5%, RGS12 GoLoco inh 1%, TRb-SRC2 inh -3%, KDM4E inh -3% and TexasRed fluor 1%.
Screening C=CCNCCCOc1ccc(C)cc1Br returned ALDH1A1 inh 2%, RECQ1 inh -1%, RGS12 GoLoco inh -2%, LMNA splice mod 24%, TRb-SRC2 inh -12%, KDM4E inh 5%, SMN2 splice up 0% and TexasRed fluor 1%.
For O=C(NC(=S)Nc1cc(C(F)(F)F)ccc1N1CCOCC1)c1sc2ccccc2c1Cl the results were ALDH1A1 inh 7.9µM*, RECQ1 inh -18%, RGS12 GoLoco inh 7%, LMNA splice mod -8%, TRb-SRC2 inh 9%, KDM4E inh 7%, SMN2 splice up -26% and TexasRed fluor -2%.
For O=C(c1cc(=O)c2ccccc2o1)N1CCCc2ccccc21 the results were ALDH1A1 inh inconclusive, RECQ1 inh -7%, RGS12 GoLoco inh 1%, LMNA splice mod 8%, TRb-SRC2 inh -14%, KDM4E inh 6%, SMN2 splice up -11% and TexasRed fluor -2%.
COc1ccc(CCNC(=O)c2cnc3scc(C)n3c2=O)cc1OC was read as ALDH1A1 inh -5%, RECQ1 inh 3%, RGS12 GoLoco inh -8%, LMNA splice mod inconclusive, TRb-SRC2 inh 6%, KDM4E inh -2%, SMN2 splice up -44%[inhibitor] and TexasRed fluor -5%.

Reprinted from the part before: 3 entries, followed by the next part.
For O=C(NC(=S)Nc1cc(C(F)(F)F)ccc1N1CCOCC1)c1sc2ccccc2c1Cl the results were ALDH1A1 inh 7.9µM*, RECQ1 inh -18%, RGS12 GoLoco inh 7%, LMNA splice mod -8%, TRb-SRC2 inh 9%, KDM4E inh 7%, SMN2 splice up -26% and TexasRed fluor -2%.
For O=C(c1cc(=O)c2ccccc2o1)N1CCCc2ccccc21 the results were ALDH1A1 inh inconclusive, RECQ1 inh -7%, RGS12 GoLoco inh 1%, LMNA splice mod 8%, TRb-SRC2 inh -14%, KDM4E inh 6%, SMN2 splice up -11% and TexasRed fluor -2%.
COc1ccc(CCNC(=O)c2cnc3scc(C)n3c2=O)cc1OC was read as ALDH1A1 inh -5%, RECQ1 inh 3%, RGS12 GoLoco inh -8%, LMNA splice mod inconclusive, TRb-SRC2 inh 6%, KDM4E inh -2%, SMN2 splice up -44%[inhibitor] and TexasRed fluor -5%.
`Cc1ccc(/C=N/n2c(C)nc3ccccc3c2=O)s1` gave ALDH1A1 inh -11%, RECQ1 inh -5%, RGS12 GoLoco inh 6%, LMNA splice mod inconclusive, TRb-SRC2 inh -3%, KDM4E inh 8%, SMN2 splice up inconclusive and TexasRed fluor -4%.
For CC(C)OC(=O)c1cccc(-c2ccc(C=O)o2)c1 the results were ALDH1A1 inh 6.3µM*, RECQ1 inh inactive, RGS12 GoLoco inh 2%, LMNA splice mod 2%, TRb-SRC2 inh 9%, KDM4E inh 6%, SMN2 splice up 13µM* and TexasRed fluor -3%.
`Cc1ccc(-c2ccc(S(=O)(=O)N3CCN(C)CC3)cc2)cc1` gave ALDH1A1 inh -3%, RECQ1 inh -5%, RGS12 GoLoco inh 0%, LMNA splice mod -3%, TRb-SRC2 inh -3%, KDM4E inh -26%, SMN2 splice up -10% and TexasRed fluor -6%.
For CCN(CC)CCCCn1c(-c2ccccc2)nc2c(Nc3ccccc3)nc(C)nc21 the results were ALDH1A1 inh -13%, RECQ1 inh inactive, RGS12 GoLoco inh 3%, TRb-SRC2 inh 4%, KDM4E inh -14%, SMN2 splice up -12% and TexasRed fluor -1%.
`COc1ccc(OC(=O)c2cnn(-c3ccccc3)c2C)cc1` gave ALDH1A1 inh -14%, RECQ1 inh -6%, RGS12 GoLoco inh 12%, LMNA splice mod -9%, TRb-SRC2 inh -3%, KDM4E inh 1%, SMN2 splice up inconclusive and TexasRed fluor 2%.
COCCCNc1nc2ccccc2nc1NS(=O)(=O)c1ccc(C)cc1 was read as RECQ1 inh -1%, RGS12 GoLoco inh 1%, TRb-SRC2 inh 0%, KDM4E inh inconclusive and TexasRed fluor -2%.
CCc1cccc(NC(=S)N(CCCN2CCOCC2)C(C)c2cc3cccc(OC)c3o2)c1 (configuration not stated) was read as ALDH1A1 inh 3%, RECQ1 inh -9%, RGS12 GoLoco inh -9%, TRb-SRC2 inh -11%, KDM4E inh -9%, SMN2 splice up -18% and TexasRed fluor 1%.
For CCc1ccc(C(=O)NNc2ccc(C)c(Cl)c2)cc1 the results were RECQ1 inh -8%, RGS12 GoLoco inh 7%, TRb-SRC2 inh -2%, KDM4E inh -4% and TexasRed fluor -3%.
Screening O=C(Nc1ccc2c(c1)OCCO2)C1CCN(c2ncccn2)CC1 returned ALDH1A1 inh -14%, RECQ1 inh -2%, RGS12 GoLoco inh 7%, TRb-SRC2 inh -3%, KDM4E inh inconclusive, SMN2 splice up 24% and TexasRed fluor 0%.
Screening Fc1ccccc1-c1nc(N2CCCCC2)c2ccccc2n1 returned ALDH1A1 inh -11%, RECQ1 inh -5%, RGS12 GoLoco inh 5%, LMNA splice mod -5%, TRb-SRC2 inh 3%, KDM4E inh -3%, SMN2 splice up -12% and TexasRed fluor -2%.
For O=C(c1ccc(C#CC2(O)CCCCC2)cc1)N1CCN(C(c2ccccc2)c2ccccc2)CC1 the results were ALDH1A1 inh 25µM*, RECQ1 inh inactive, RGS12 GoLoco inh 5%, LMNA splice mod inconclusive, TRb-SRC2 inh -2%, KDM4E inh 0%, SMN2 splice up -2% and TexasRed fluor -1%.

Screening results (PubChem BioAssay)
